Source: PubChem (several laboratories)
PKA-R2B act: activates the human PKA-R2B holoenzyme complex | P22694+P31323 | 0.079% of 340,000 active | activation, % at 11.4 µM | AID 504700 | PKA-R2B holoenzyme dissociation, Cy5-IP20 fluorescence polarization; R2B truncated from residue 108, S112A mutant; 0% DMSO only, 100% 113 µM cGMP;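 active = activation above a cutoff set at the mean over all compounds plus 3 SD, cut at about 18% in these data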;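 note: higher means more holoenzyme dissociation and a rise in polarization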
DSG3 Ab inh: human desmoglein-3 autoantibody binding inhibition; P32926; DSG3-coupled beads, scFv-anti-DSG3-GFP binding, flow cytometry; stronger effect = lower value; binding (percent of control), % at 10 µM; 0.48% of 310,000 active; AID 588358;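 active = binding more than 3 SD below its plate's average and above zero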;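 note: hits lower antibody fragment binding to DSG3; some compounds called inactive have numbers as strong as hits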
Target sequence (P32926 whole entry, looked up, the tested form may be a part): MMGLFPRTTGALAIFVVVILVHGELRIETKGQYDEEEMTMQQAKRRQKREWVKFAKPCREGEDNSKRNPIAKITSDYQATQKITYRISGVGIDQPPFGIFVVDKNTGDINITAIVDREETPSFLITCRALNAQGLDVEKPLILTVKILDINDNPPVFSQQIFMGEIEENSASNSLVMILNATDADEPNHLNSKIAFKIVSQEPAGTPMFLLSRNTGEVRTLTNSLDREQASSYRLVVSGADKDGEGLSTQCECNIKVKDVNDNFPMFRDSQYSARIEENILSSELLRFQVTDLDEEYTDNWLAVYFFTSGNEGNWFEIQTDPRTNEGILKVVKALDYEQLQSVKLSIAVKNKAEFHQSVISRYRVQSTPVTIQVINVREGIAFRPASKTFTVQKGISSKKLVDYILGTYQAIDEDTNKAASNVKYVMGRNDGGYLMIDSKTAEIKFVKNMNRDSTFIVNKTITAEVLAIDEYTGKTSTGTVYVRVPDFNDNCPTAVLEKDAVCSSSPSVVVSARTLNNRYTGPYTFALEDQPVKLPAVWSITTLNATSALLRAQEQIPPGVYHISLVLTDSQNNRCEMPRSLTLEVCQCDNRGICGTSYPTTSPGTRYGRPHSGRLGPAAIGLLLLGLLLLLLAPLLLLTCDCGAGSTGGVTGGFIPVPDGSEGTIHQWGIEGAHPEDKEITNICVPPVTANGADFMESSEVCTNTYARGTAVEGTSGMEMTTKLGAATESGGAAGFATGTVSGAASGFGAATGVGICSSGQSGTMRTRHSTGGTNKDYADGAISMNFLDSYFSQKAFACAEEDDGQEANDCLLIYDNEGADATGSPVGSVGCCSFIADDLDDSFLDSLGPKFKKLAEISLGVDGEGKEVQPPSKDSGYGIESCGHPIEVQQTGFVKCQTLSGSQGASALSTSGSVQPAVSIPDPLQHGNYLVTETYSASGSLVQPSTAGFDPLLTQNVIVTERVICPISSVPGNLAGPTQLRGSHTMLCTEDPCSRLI
SR-BI HDL uptake: mouse SR-BI HDL lipid transfer inhibition. Q61009. ldlA[mSR-BI] CHO cells, DiI-HDL uptake fluorescence, 3 h. inhibition, % at 12.5 µM. 0.96% of 320,000 active;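 active = mean replicate inhibition of at least 70% and a set share of replicates each scoring 70 or more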;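 note: 0% = median of neutral control wells and 100% = median of positive control wells; values of inactives mirror those of a sister screen read the other way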
dFosB act: mouse delta FosB homodimer activation; activation, % at 25 µM; P13346; purified delta FosB, TAMRA-CDK5 oligo fluorescence polarization; percent of positive-control signal above neutral wells; 0.99% of 340,000 active;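 active = mean activation above about 17%, with every replicate also reaching it, limit read from the data, passing the limit was not always enough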;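 note: fluorescence polarization rise as delta FosB binds a TAMRA Cdk5 AP-1 oligo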
NSD2 inh: blocks human histone methyltransferase NSD2; NSD2 peptide methylation, AlphaScreen, 120 min; 0.54% of 310,000 active; inhibition, % at 12.5 µM; AID 743445; in the data active = inhibition above about 50%
Arrestin-AP2 inh: human beta-arrestin and AP2 interaction inhibition | 0.31% of 340,000 active | FITC-arrestin peptide / GST-AP2 beads, flow cytometry; AP2 beta2 appendage carries R879A mutation | inhibition, % at 10 µM;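 active = inhibition above a set limit, near 3 SD of compounds lacking own fluorescence, cut at about 54% in these data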;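 note: plate controls were DMSO wells for no effect and 5 µM unlabelled arrestin peptide for full effect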
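System: GST-AP2 R879A glutathione beads; medium: PBS, Tween 20 0.05%, BSA 0.1%; reagent: fluorescein-tagged arrestin peptide at 50 nM final; schedule: pre-incubation 12 min, peptide binding 1 h, room temperature; detection: flow cytometry, FL1 (488/535 nm); read-out: inhibition as reduced fluorescein signal on beads, percent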
MITF act: increases MITF-driven TRPM1 promoter luciferase signal; 0.75% of 300,000 active; AID 588334; activation, % at 12.5 µM; SK-MEL-5 TRPM1-promoter luciferase, 24 h; % of positive control, neutral wells = 0;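 active = mean activation of at least 80% with every replicate also reaching 80%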;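 note: 0% = neutral control wells and 100% = parthenolide positive control wells; values of inactives mirror those of a sister screen read the other way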
SR-BI DiI-HDL act: SR-BI HDL lipid transfer activation; CHO ldlA[mSR-BI] cells, DiI-HDL uptake fluorescence, 3 h; 100 = double the neutral-control signal; activation, % at 12.5 µM; 0.096% of 320,000 active; AID 504775;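 active = mean replicate activation of at least 60% and every replicate at or above 60%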;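 note: 0% = median plate neutral-control signal and 100% = twice that signal; values of inactives mirror those of a sister screen read the other way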
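Assay system: LDL receptor-deficient CHO ldlA cells overexpressing murine SR-BI / Medium: BSA-supplemented, HEPES-buffered Ham's F12, pH 7.4 / Probe or stimulus: DiI-labelled HDL at 10 µg/mL final / Timing: compound with DiI-HDL co-incubation, 3 h at 37 °C / Technique: bottom-read cell fluorescence after medium removal, ex 550/em 595 nm / Measure: HDL uptake via cellular fluorescence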
CDK5 p35 inh: inhibitors of human CDK5/p35 kinase | inhibition, % at 10 µM | 0.01% of 330,000 active | Recombinant CDK5/p35, ADP-Glo luminescence, 60 min;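 active = highest replicate inhibition of at least 50% and at least 75% of replicates reaching 50%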;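 note: plate controls were DMSO neutral control for no effect and GW8510 at 10 µM for full effect; many of its hits are not listed in these tables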
Mot1-301 SUMO: blocks SUMOylation pathway, rescuing yeast Mot1-301 growth | S. cerevisiae Mot1-301 growth rescue, ATP luminescence, 38.5C; percent above DMSO median, 100 means doubled | growth rescue, % at 18.8 µM | 1% of 320,000 active;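 active = every valid replicate shows activation above 250% relative to neutral control wells; inactive = the rest, any valid replicate at or below 250%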;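 note: OY570 slx delta 5 strain wells were the positive control but not used for scaling; some compounds called inactive have numbers as strong as hits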
PKA-R1A activ: PKA-R1A complex activation. P00514+P68181. PKA-R1A dissociation, Cy5-IP20 fluorescence polarization; scaled: DMSO 0%, 113 µM cGMP 100%. activation, % at 11.4 µM. 0.083% of 340,000 active. AID 504707;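 active = percent activation above the mean of all tested compounds plus 3 SD, cut at about 19% in these data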;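 note: higher means more PKAc released from R1A so a rise in polarization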
Numbers without * were called inactive; / = not tested or not shown.

PKA-R2B act	DSG3 Ab inh	SR-BI HDL uptake	dFosB act	NSD2 inh	Arrestin-AP2 inh	MITF act	SR-BI DiI-HDL act	CDK5 p35 inh	Mot1-301 SUMO	PKA-R1A activ	canonical_smiles
-2	86	67	1	3	10	-44	-67	1.5	11	-6	N#CC(C#N)=c1ccc2c(c1)N1C(c3ccccc3)=CC(c3ccccc3)C3CCCCC31N=2 (configuration not stated)
2	88	35	0	/	4	-3	-35	3.4	/	2	COc1ccc(-c2noc(CCC(=O)N3CCN(c4ccc(Cl)cc4)CC3)n2)cc1
5	83	11	0	-6	4	-10	-11	-0.3	-9	-3	CC(=O)C1=C(O)C(=O)N(Cc2cccnc2)C1c1ccc(Cl)cc1Cl (configuration not stated)
-1	102	11	-6	-6	-6	-7	-11	-0.2	-5	2	COCCC(=O)N1CCC(Oc2ccc(C(=O)NCc3cc(C)n(C)n3)cc2)CC1
-1	82	14	1	1	-2	4	-14	0.5	11	-1	Cc1ccc(Nc2nc(N3CCOCC3)c3ccccc3n2)cc1
-10	105	13	7	-4	17	16	-13	1.1	-24	0	O=C(NCc1cccc2ccccc12)Nc1ccccc1
2	/	/	-7	/	9	22	/	-0.3	3	9	CSC1=NCCN1C(=O)c1cccs1
1	/	33	0	/	-6	2	-33	-6.7	0	2	CC(Oc1ccc2c(-c3ccccc3)cc(=O)oc2c1)C(=O)NCCCn1ccnc1 (configuration not stated)
-6	/	0	-3	8	6	7	0	0.7	-2	-1	Cc1ccc(NS(=O)(=O)c2ccc(NC(=O)N3CCCCC3)cc2)cc1
-4	/	-8	4	1	-6	5	8	/	10	-12	O=C(CCS(=O)(=O)c1cccc2nonc12)N1CCOCC1
-10	106	-13	-3	/	1	-2	13	1.2	5	-8	COc1cccc(/C=C/C(=O)OCC(=O)Nc2nnc(-c3ccccc3)o2)c1
2	101	/	5	0	6	-15	/	0.9	11	-5	Cc1nnc(C)n1/N=C/c1c(O)ccc2ccccc12
-4	99	6	-5	4	-7	-3	-6	0.1	-19	13	O=S(=O)(Nc1nc2ccc(S(=O)(=O)N3CCCCC3)cc2s1)c1ccccc1
4	/	/	-17	6	5	27	/	0.0	-6	14	COc1ccc2ccccc2c1/C=N/Nc1ccc(Cl)c(C(=O)O)c1
-3	104	15	4	17	5	15	-15	1.1	438	-3	CC1CCN(C(=S)c2ccc(O)cc2)CC1
-4	86	/	3	2	-1	-4	/	-1.9	-7	10	N#Cc1cccc(NC(=O)CN2CCN(Cc3ccccc3)CC2)c1
-2	109	-12	-3	7	16	-2	12	1.7	-4	4	CC(C)c1ccc(NC(=O)CCCN2C(=S)NC(C)(C)CC2C)cc1 (configuration not stated)
6	99	66	4	0	26	4	-66	1.9	-7	-3	Cc1ccc(NC(=O)c2ccccc2CCc2ccccc2)c(C)c1
-8	100	20	-9	-2	9	7	-20	1.4	5	-3	FC(F)(F)Oc1ccccc1-c1nnc(-c2cccc(C(F)(F)F)c2)o1
1	98	-15	-10	-5	46	-19	15	0.1	1	-4	CC(NC(=S)Nc1ccc(Cl)cc1Cl)C(c1cccs1)N1CCCC1 (configuration not stated)

(listing goes on)
PKA-R2B act	DSG3 Ab inh	SR-BI HDL uptake	dFosB act	NSD2 inh	Arrestin-AP2 inh	MITF act	SR-BI DiI-HDL act	CDK5 p35 inh	Mot1-301 SUMO	PKA-R1A activ	canonical_smiles
/	89	-1	-7	0	8	/	1	-0.5	6	/	Cc1nn(C)c(Sc2ccccn2)c1[N+](=O)[O-]
1	111	-11	-3	1	-6	2	11	1.8	-2	-14	CCOc1ccccc1/C=C\c1nc(O)c([N+](=O)[O-])c(=O)[nH]1
-5	97	-13	1	-6	34	/	13	0.0	66	8	Cc1ccc(NS(=O)(=O)c2ccc(NC(=O)c3ccc(Br)o3)cc2)c(C)c1
-3	95	15	5	30	26	-8	-15	0.9	178	-4	Cc1c(NC(=O)CCc2ccccc2)cccc1[N+](=O)[O-]
-3	105	21	1	0	-8	1	-21	-1.1	8	-2	CCOc1ccc(NC(=O)CSc2nnc(-c3ccccc3Cl)n2Cc2ccco2)cc1
-9	/	-6	-7	-2	-2	-32	6	-0.6	-16	-15	COc1ccc(Cn2c(=O)[nH]c3cc(C(=O)N4CCN(Cc5ccccc5)CC4)ccc3c2=O)cc1
-9	93	-16	-2	4	-2	6	16	1.6	/	-8	O=C1NC(=S)SC1=Cc1ccc(F)cc1
4	94	11	-3	0	6	-6	-11	-0.6	-11	1	COc1ccccc1-n1c(SCC(=O)NCc2ccc3c(c2)OCO3)nc2cc([N+](=O)[O-])ccc21
-9	97	-11	-6	7	11	/	11	3.3	-9	3	N#C/C(=C(/O)CN1CCN(c2ccccc2F)CC1)c1nc(-c2ccccc2)cs1
10	/	10	-13	-4	29	-2	13	1.3	-15	-11	CC(C)c1ccc2[nH]c3c(c2c1)CCCC3=O
-7	98	/	-5	3	6	9	/	0.2	36	-3	CC(=O)c1ccc(N2CCN(C(=O)CCCn3c(=O)[nH]c4ccc(Br)cc4c3=O)CC2)cc1
6	101	34	-5	40	-8	-4	-34	-1.1	-3	-6	Cc1cccc(N2C(=O)CC(N3CCN(c4ccc(Cl)cc4)CC3)C2=O)c1 (configuration not stated)
6	93	14	6	-1	27	41	-14	-2.9	-13	-8	O=C(Nc1ccc2c(c1)OCCO2)c1cccc(C(=O)Nc2ccc3c(c2)OCCO3)c1
-10	103	-11	-3	-4	-9	/	11	-0.5	2	-14	COc1cc(C(=O)N2CCNCC2)cc(OC)c1OC
0	92	16	19*	-4	-4	6	-16	-0.2	-4	4	O=C(Nc1ccc(NC(=O)c2ccccn2)cc1)C(=O)Nc1ccc2c(c1)OCCO2
-6	127	19	0	-4	6	-9	-19	0.6	0	-5	CCc1ccc(NC(=O)COC(=O)C2(c3ccc(Cl)cc3)CCCC2)cc1
-1	101	-22	-5	-4	4	14	22	3.2	-7	2	Cc1cccc(C)c1N/C=C/c1onc(C)c1[N+](=O)[O-]
7	101	19	-2	0	17	11	-19	0.1	15	4	CC(C)(C)C(=O)N1CCN(c2ccc(NC(=O)c3ccco3)cc2)CC1
-1	108	-8	-6	/	6	-3	8	-0.1	-8	-3	Cc1ccccc1-n1c(Cn2c(=O)sc3ccccc32)nnc1SCC(=O)N1CCOCC1
0	102	52	0	-2	24	3	-52	0.4	-3	10	Cc1cccc(NC(=O)c2ccc(OCc3c(C)noc3C)cc2)c1C

Next part:
PKA-R2B act	DSG3 Ab inh	SR-BI HDL uptake	dFosB act	NSD2 inh	Arrestin-AP2 inh	MITF act	SR-BI DiI-HDL act	CDK5 p35 inh	Mot1-301 SUMO	PKA-R1A activ	canonical_smiles
6	113	-18	-7	5	-3	9	18	0.1	-2	-8	CN1CCC(N(C)S(=O)(=O)c2ccc(NC(=O)COc3cccc(Cl)c3)cc2)CC1
1	107	14	-8	-4	-4	-3	-14	-2.0	-9	4	CC12CC3CC(C)(C1)CC(C(=O)N1CCN(C(=O)c4ccco4)CC1)(C3)C2
9	100	49	-10	-4	6	1	/	0.9	-6	-3	COc1cccc(NC(=O)COC(=O)c2ccc(C)c(S(=O)(=O)N3CCCCC3)c2)c1
3	101	11	-10	3	13	/	-11	1.4	15	0	Cc1ccc2nc(-c3ccc4c(c3)OCCO4)cn2c1
1	98	-8	-1	3	-9	-4	8	1.0	24	3	CCCCn1c(N)c(N(CCOC)C(=O)CSc2n[nH]c(-c3ccc(C)cc3)n2)c(=O)[nH]c1=O
2	89	/	-8	0	0	-3	/	-0.6	0	4	Cc1ccc(S(=O)(=O)NCC(=O)NCC2CCCCC2)cc1C
-7	87	28	40*	1	-1	5	-23	-2.4	21	-7	Cc1cccc(C)c1NS(=O)(=O)c1ccc(NC(=O)c2ccc(Cl)c([N+](=O)[O-])c2)cc1

An excerpt of these results, field by field.
> Cc1ccc2nc(-c3ccc4c(c3)OCCO4)cn2c1
  PKA-R2B act: 3
  DSG3 Ab inh: 101
  SR-BI HDL uptake: 11
  dFosB act: -10
  NSD2 inh: 3
  Arrestin-AP2 inh: 13
  MITF act: /
  SR-BI DiI-HDL act: -11
  CDK5 p35 inh: 1.4
  Mot1-301 SUMO: 15
  PKA-R1A activ: 0

> CCCCn1c(N)c(N(CCOC)C(=O)CSc2n[nH]c(-c3ccc(C)cc3)n2)c(=O)[nH]c1=O
  PKA-R2B act: 1
  DSG3 Ab inh: 98
  SR-BI HDL uptake: -8
  dFosB act: -1
  NSD2 inh: 3
  Arrestin-AP2 inh: -9
  MITF act: -4
  SR-BI DiI-HDL act: 8
  CDK5 p35 inh: 1.0
  Mot1-301 SUMO: 24
  PKA-R1A activ: 3

> Cc1ccc(S(=O)(=O)NCC(=O)NCC2CCCCC2)cc1C
  PKA-R2B act: 2
  DSG3 Ab inh: 89
  SR-BI HDL uptake: /
  dFosB act: -8
  NSD2 inh: 0
  Arrestin-AP2 inh: 0
  MITF act: -3
  SR-BI DiI-HDL act: /
  CDK5 p35 inh: -0.6
  Mot1-301 SUMO: 0
  PKA-R1A activ: 4

> Cc1cccc(C)c1NS(=O)(=O)c1ccc(NC(=O)c2ccc(Cl)c([N+](=O)[O-])c2)cc1
  PKA-R2B act: -7
  DSG3 Ab inh: 87
  SR-BI HDL uptake: 28
  dFosB act: 40*
  NSD2 inh: 1
  Arrestin-AP2 inh: -1
  MITF act: 5
  SR-BI DiI-HDL act: -23
  CDK5 p35 inh: -2.4
  Mot1-301 SUMO: 21
  PKA-R1A activ: -7
